BoNT-A LC inh2 – inhibitors of Botulinum neurotoxin A light chain protease; multiplex microsphere protease substrate cleavage, flow cytometry; inhibition, % at 10 µM; hit rate 0.17% among 360,000; in the data active = inhibition above about 30%; inconclusive = no clear call, values can overlap the other calls; note: plate controls were buffer without enzyme for full effect and enzyme alone for no effect
CCHF vOTU inh – blocks the CCHF virus ovarian tumor domain protease; CCHFV vOTU protease, Pep-AMC fluorescence; AID 651958; inhibition, % at 11.5 µM; hit rate 0.55% among 370,000; note: 0% = vehicle wells with enzyme and 100% = no enzyme wells
GDH-TPI counter – inhibits GDH-TPI coupling enzymes, artifact for Mtb FBA screen; GDH-TPI coupled enzyme counterscreen, NADH absorbance; inhibition, % at 4.8 µM; hit rate 1.2% among 360,000; AID 588335;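 note: 0% = DMSO wells and 100% = wells lacking the enzyme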
FadD28 binding – M. tuberculosis FadD28 bisubstrate binding inhibition. FadD28 bisubstrate probe binding, fluorescence polarization. inhibition, % at 12.5 µM. hit rate 0.22% among 360,000. AID 588549; in the data active = inhibition above about 8.5%, passing the limit was not always enough; inconclusive = no clear call, values can overlap the other calls
BoNT-F LC inh – BoNT F light chain protease inhibition. hit rate 0.22% among 360,000. inhibition, % at 10 µM. AID 588497. Multiplex microsphere protease cleavage assay, flow cytometry; in the data active = inhibition above about 35%, passing the limit was not always enough; inconclusive = no clear call, values can overlap the other calls; note: plate controls were buffer without enzyme for full effect and enzyme alone for no effect
Mtb UGM inh – Mtb UDP-galactopyranose mutase inhibition | inhibition, % at 10 µM | purified UGM, fluorescence polarization probe displacement | hit rate 0.06% among 320,000; in the data active = inhibition above about 10%, passing the limit was not always enough; inconclusive = no clear call, values can overlap the other calls
Target sequence (P9WIQ1 whole entry, looked up): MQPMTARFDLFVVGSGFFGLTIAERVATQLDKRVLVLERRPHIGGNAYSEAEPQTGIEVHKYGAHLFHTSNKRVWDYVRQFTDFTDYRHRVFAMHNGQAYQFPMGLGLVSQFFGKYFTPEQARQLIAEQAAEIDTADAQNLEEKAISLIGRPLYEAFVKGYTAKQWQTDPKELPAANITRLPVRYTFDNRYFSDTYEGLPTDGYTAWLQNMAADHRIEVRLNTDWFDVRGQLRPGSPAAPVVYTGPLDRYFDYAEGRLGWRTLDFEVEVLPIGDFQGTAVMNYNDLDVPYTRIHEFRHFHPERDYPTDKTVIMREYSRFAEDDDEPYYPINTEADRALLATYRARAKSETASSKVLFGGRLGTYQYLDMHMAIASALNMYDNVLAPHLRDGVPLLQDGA
PrPC TRFRET – reduces human prion protein on the cell surface; AID 720596; cell surface PrPC, TR-FRET read-out; hit rate 0.43% among 370,000; P04156; inhibition, % at 13.8 µM; in the data active = inhibition above about 24%; note: 0% = median of the test wells and 100% = reference compound wells
Mtb BioA inh – inhibitors of Mycobacterium tuberculosis BioA enzyme; hit rate 0.096% among 360,000; AID 602481; inhibition, % at 9.99 µM; purified M. tuberculosis BioA enzyme, plate reader; in the data active = inhibition above about 40%; inconclusive = no clear call, values can overlap the other calls
FBA Mtb inh – inhibits M. tuberculosis FBA enzyme; purified M. tuberculosis FBA, fluorescence read-out; inhibition, % at 1 µM; hit rate 2.3% among 360,000; AID 588726; in the data active = inhibition above about 27%;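 note: 0% = vehicle and 100% = reference inhibitor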
Target sequence (P9WQA3 whole entry, looked up): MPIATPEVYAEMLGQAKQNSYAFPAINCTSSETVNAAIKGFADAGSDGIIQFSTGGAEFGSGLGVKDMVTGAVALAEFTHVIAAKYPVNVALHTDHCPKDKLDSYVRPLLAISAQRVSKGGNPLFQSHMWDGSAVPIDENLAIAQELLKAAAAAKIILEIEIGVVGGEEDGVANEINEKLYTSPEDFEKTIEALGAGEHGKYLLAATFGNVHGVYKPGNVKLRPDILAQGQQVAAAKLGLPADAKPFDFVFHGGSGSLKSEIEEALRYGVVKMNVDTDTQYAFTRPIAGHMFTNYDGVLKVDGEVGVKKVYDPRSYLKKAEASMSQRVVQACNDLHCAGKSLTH
* hit, by the source's call; u = inconclusive; x = no result given. Cut-off read from the data, not from the text of the source, unless noted: active = inhibition above about 30%; inactive = the rest.

#1 O=[N+]([O-])c1c(Nc2cccc(O)c2)cc(Cl)c2nonc12
#2 Nc1ncnc2c1ncn2C1C=C(CO)C(O)C1O (stereo not drawn)
#3 Cc1ccccc1CN1C(=O)CSc2ccc(C(=O)N3CCOCC3)cc21
#4 CN1CCN(S(=O)(=O)c2cccc(C(=O)N(Cc3nnc(-c4ccc(Cl)cc4)o3)C3CC3)c2)CC1
#5 CCn1nc(C)c(CNC(=O)C2CCC(=O)N(Cc3cccc(F)c3)C2)c1C (stereo not drawn)
#6 COc1ccc(S(=O)(=O)Nc2cc(C(=O)NCCC(C)C)ccc2N2CCOCC2)cc1
#7 CCCCNC(=O)CCCCCn1c(=O)[nH]c2cc(C(=O)OC)ccc2c1=O
#8 COc1cccc(NC(=O)CSc2nnc(-c3cc(C)n(-c4ccccc4)c3C)o2)c1
#9 O=C(Nc1ccccc1Br)c1ccc(OC(=S)N2CCOCC2)cc1
#10 CC(=O)c1ccc(OCCCC(=O)NC2CCC(C)CC2)cc1 (stereo not drawn)

entry no.	1	2	3	4	5	6	7	8	9	10
BoNT-A LC inh2	-0.8	0.0	-0.3	-2.9	1.4	-0.8	-0.9	-0.3	-1.3	-2.6
CCHF vOTU inh	6	x	-1	34*	-1	12	-7	14	-7	7
GDH-TPI counter	12	-3	2	6	0	1	11	3	2	-7
FadD28 binding	0.2	-0.7	-2.0	-10	-1.8	-0.4	-2.2	1.1	-1.0	-3.1
BoNT-F LC inh	-1	2	0	-2	-5	-3	-4	0	-8	29
Mtb UGM inh	1.6	x	2.7	-3.0	-3.6	-0.2	-0.9	-3.7	1.7	1.3
PrPC TRFRET	85*	x	2	-4	-1	3	-4	2	-9	14
Mtb BioA inh	1.2	x	30	x	0.2	-9.4	x	6.3	x	0.2
FBA Mtb inh	-7	-2	3	-1	1	6	8	1	1	-1

Complete entries, looked up by structure.
Results for `CCCCNC(=O)CCCCCn1c(=O)[nH]c2cc(C(=O)OC)ccc2c1=O` : BoNT-A LC inh2: -0.9; CCHF vOTU inh: -7; GDH-TPI counter: 11; FadD28 binding: -2.2; BoNT-F LC inh: -4; Mtb UGM inh: -0.9; PrPC TRFRET: -4; Mtb BioA inh: x; FBA Mtb inh: 8
Results for `Nc1ncnc2c1ncn2C1C=C(CO)C(O)C1O` (stereo not drawn) : BoNT-A LC inh2: 0.0; CCHF vOTU inh: x; GDH-TPI counter: -3; FadD28 binding: -0.7; BoNT-F LC inh: 2; Mtb UGM inh: x; PrPC TRFRET: x; Mtb BioA inh: x; FBA Mtb inh: -2

(next part)
#11 COc1ccc(Cl)cc1NC(=O)CSc1nnc(C2CC2)n1C
#12 CC(=O)c1ccc(S(=O)(=O)N2CCN(C(=O)CCC3CCCC3)CC2)cc1
#13 COc1cccc(C(=O)Nc2cc(=O)n(C)c(=O)n2C)c1OC
#14 CN(CC(=O)Nc1ccc(C#N)cc1)Cc1ccc(Cl)c(Cl)c1
#15 Cc1cnnn1-c1cccc([N+](=O)[O-])c1
#16 Cn1c(=O)c2c(ncn2CC(O)CO)n(C)c1=O (stereo not drawn)
#17 Cc1nn(C)cc1CNC(=O)c1cnn2c1NC(c1ccc(Br)cc1)CC2C(F)(F)F (stereo not drawn)
#18 COc1cccc(CNC(=O)COC(=O)c2ccc(N3CCCC3=O)cc2)c1
#19 Cc1nc(=O)c(-c2ccccc2)c(C)n1-c1ccc(C(=O)O)cc1
#20 COc1ccc(Cl)cc1S(=O)(=O)Nc1noc2ccccc12

entry no.	11	12	13	14	15	16	17	18	19	20
BoNT-A LC inh2	-0.3	5.6	-0.7	0.7	0.0	-0.4	-0.6	-0.3	1.3	6.8
CCHF vOTU inh	12	-5	1	3	-8	-6	16	3	6	13
GDH-TPI counter	-1	4	8	9	7	7	2	-2	6	4
FadD28 binding	x	-1.2	0.1	-5.7	-4.0	0.0	-8.1	-0.8	-3.8	-0.7
BoNT-F LC inh	-1	9	-11	14	1	-2	-12	2	-1	22
Mtb UGM inh	-0.7	x	1.0	-4.3	-0.9	3.4	-1.2	x	0.5	-0.2
PrPC TRFRET	0	5	8	-6	-14	-3	0	-2	0	-5
Mtb BioA inh	2.5	-0.9	-1.7	-3.2	-1.4	-1.2	0.5	-0.2	4.7	-1.4
FBA Mtb inh	-1	3	-1	-8	-1	4	-3	0	-4	-4

By substructure, those above with a Cl atom.
#1 O=[N+]([O-])c1c(Nc2cccc(O)c2)cc(Cl)c2nonc12
#4 CN1CCN(S(=O)(=O)c2cccc(C(=O)N(Cc3nnc(-c4ccc(Cl)cc4)o3)C3CC3)c2)CC1
#11 COc1ccc(Cl)cc1NC(=O)CSc1nnc(C2CC2)n1C
#14 CN(CC(=O)Nc1ccc(C#N)cc1)Cc1ccc(Cl)c(Cl)c1
#20 COc1ccc(Cl)cc1S(=O)(=O)Nc1noc2ccccc12

entry no.	1	4	11	14	20
BoNT-A LC inh2	-0.8	-2.9	-0.3	0.7	6.8
CCHF vOTU inh	6	34*	12	3	13
GDH-TPI counter	12	6	-1	9	4
FadD28 binding	0.2	-10	x	-5.7	-0.7
BoNT-F LC inh	-1	-2	-1	14	22
Mtb UGM inh	1.6	-3.0	-0.7	-4.3	-0.2
PrPC TRFRET	85*	-4	0	-6	-5
Mtb BioA inh	1.2	x	2.5	-3.2	-1.4
FBA Mtb inh	-7	-1	-1	-8	-4

The listing picks up, repeating the 2 entries before the break.
#19 Cc1nc(=O)c(-c2ccccc2)c(C)n1-c1ccc(C(=O)O)cc1
#20 COc1ccc(Cl)cc1S(=O)(=O)Nc1noc2ccccc12
#21 O=C(Nc1ccc(F)c(Cl)c1)c1csc([C@@H]2C[C@H](O)[C@@H](CO)O2)n1
#22 Cc1cc(NC(=O)CCC(=O)N(c2ccc(F)cc2)C(C(=O)NC2CCCC2)c2cccnc2)no1 (stereo not drawn)
#23 Fc1ccc(CNCc2ccc3c(c2)OCO3)cc1
#24 COc1ccc(OCCOC(=O)c2[nH]c(C)c(C(C)=O)c2C)cc1
#25 CCOC(=O)N1CCN(C(=O)c2ccc3oc(CCCc4ccccc4)nc3c2)CC1
#26 O=C(CN(C1CCCCC1)S(=O)(=O)c1ccc(F)cc1)NCCCO
#27 CCOC(=O)c1c(C)[nH]c(C)c1S(=O)(=O)NCc1ccccc1C
#28 CCN1CCn2c1nc(N1CCCCC1)nc2=O
#29 O=C(COc1ccc(-n2cnnn2)cc1)Nc1cc(Cl)cc(Cl)c1
#30 NS(=O)(=O)c1ccc(Nc2ccc3nonc3c2[N+](=O)[O-])cc1

entry no.	19	20	21	22	23	24	25	26	27	28	29	30
BoNT-A LC inh2	1.3	6.8	-0.1	2.0	x	-0.5	-0.5	0.5	-0.8	1.3	u	-0.1
CCHF vOTU inh	6	13	5	1	-6	8	10	-23	14	-1	-1	0
GDH-TPI counter	6	4	4	-4	2	-2	0	-16	-6	-6	6	7
FadD28 binding	-3.8	-0.7	-0.3	-3.3	-0.5	-3.2	-3.2	-7.6	-0.7	0.7	-1.1	-1.3
BoNT-F LC inh	-1	22	-3	3	x	-7	4	1	0	1	u	-2
Mtb UGM inh	0.5	-0.2	x	-1.1	1.3	0.4	1.5	-0.6	1.5	0.8	x	0.7
PrPC TRFRET	0	-5	10	-3	9	17	3	-4	1	4	-6	-56
Mtb BioA inh	4.7	-1.4	1.8	2.4	-2.6	x	2.2	-0.5	-6.2	-6.8	-1.2	-0.9
FBA Mtb inh	-4	-4	-3	-3	0	-10	0	0	2	-3	3	-6

Individual results from the list.
GDH-TPI counter, entry 25 → 0
Mtb BioA inh, entry 22 → 2.4
Mtb BioA inh, entry 28 → -6.8
BoNT-F LC inh, entry 21 → -3
CCHF vOTU inh, entry 27 → 14
GDH-TPI counter, entry 29 → 6
CCHF vOTU inh, entry 30 → 0

Next section.
#31 CCN=C(N/N=C/c1ccc([N+](=O)[O-])cc1)SC
#32 CCOC(=O)C1=C(O)C(=O)NC(c2ccccc2)=C(OCC)C1
#33 COc1ccc(N2C(=O)CC(Sc3n[nH]c(-c4ccc(C)cc4)n3)C2=O)cc1 (stereo not drawn)
#34 COc1ccc(NC(=S)Nc2ccc(S(=O)(=O)N3CCOCC3)cc2)c(OC)c1
#35 Cc1ccc(S(=O)(=O)NC(=O)Nc2ccc(C)cn2)cc1
#36 O=C(Nc1ccc(F)cc1)Nc1ccc(Oc2ncnc3cc(Cl)ccc23)nc1
#37 O=C(O)CCCN1C(=O)/C(=C/c2ccc(-c3nc4ccccc4s3)o2)SC1=S
#38 COc1ccc(CCNC(=O)C2CCN(C(=O)c3ccc(Br)cc3)CC2)cc1OC
#39 CCN(CC)S(=O)(=O)c1ccc(NN)nc1
#40 Cc1ccc(NC(=O)Cc2ccccc2Cl)cc1S(=O)(=O)N(C)C

entry no.	31	32	33	34	35	36	37	38	39	40
BoNT-A LC inh2	0.7	-0.2	-0.6	0.4	-1.8	0.7	30*	-3.7	-2.3	0.6
CCHF vOTU inh	3	-20	-5	-6	9	4	11	3	0	0
GDH-TPI counter	-7	1	7	6	3	10	8	10	2	6
FadD28 binding	-3.4	-2.2	-3.6	-3.5	0.4	-3.3	8.6*	-4.3	-0.1	-0.2
BoNT-F LC inh	-1	-6	-4	-6	7	u	1	-9	3	-2
Mtb UGM inh	2.4	0.2	-1.0	0.2	0.7	-0.9	-0.2	-2.4	-0.8	0.2
PrPC TRFRET	-44	-4	1	10	2	-3	2	-2	4	3
Mtb BioA inh	5.5	-1.2	x	x	-2.1	8.9	-0.8	1.6	x	x
FBA Mtb inh	-12	4	-1	-3	5	-3	-3	-2	-1	1

#41 CC(C)(C)NC(=O)CSc1ncnc2c1nnn2Cc1ccccc1Cl
#42 Cc1cccc(C)c1NC(=S)N1CCOCC1
#43 CC(C)(C)NC(=O)C(c1ccc(F)cc1)N(Cc1ccco1)C(=O)CCC(=O)Nc1nccs1 (stereo not drawn)
#44 CC1(C)CC(=O)C(Sc2nnc(-c3ccc(NS(C)(=O)=O)cc3)n2Cc2ccco2)C(=O)C1
#45 c1ccc2[nH]c(CN3CCOCC3)nc2c1

entry no.	41	42	43	44	45
BoNT-A LC inh2	-0.4	-1.0	0.8	0.1	-0.2
CCHF vOTU inh	2	-8	-10	20	-8
GDH-TPI counter	-4	-2	-1	3	11
FadD28 binding	-3.9	-1.0	x	-0.4	-1.1
BoNT-F LC inh	-9	-6	-2	-11	4
Mtb UGM inh	0.6	2.0	0.7	1.1	1.1
PrPC TRFRET	13	-1	4	-4	-3
Mtb BioA inh	3.1	x	-0.9	0.5	-0.2
FBA Mtb inh	-3	9	1	0	2

Screens from PubChem.
